Assay outcomes (PubChem BioAssay)
PostGolgi yeast – growth inhibition of a yeast mutant, post-Golgi transport screen. post-Golgi transport phenotypic cell assay. inhibition, % at 10 µM. hit rate 0.9% among 98,000;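 note: yeast cells grown in 1536-well plates; yeast grown about 18 h at 30C before absorbance read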
PostGolgi ctrl – yeast control strain growth, post-Golgi counter-screen | hit rate 5% among 98,000 | efflux-deficient yeast background strain, growth absorbance A615, 16 h | inhibition, % at 10 µM
sEH inh – soluble epoxide hydrolase (human) inhibition; P34913; recombinant human sEH enzymatic activity assay; inhibition, % at 2 µM; hit rate 0.34% among 91,000; AID 707; in the data active = inhibition above about 80%; note: values of inactives mirror those of a sister screen read the other way; many of its hits are not listed in these tables
Target sequence (P34913 whole entry, looked up): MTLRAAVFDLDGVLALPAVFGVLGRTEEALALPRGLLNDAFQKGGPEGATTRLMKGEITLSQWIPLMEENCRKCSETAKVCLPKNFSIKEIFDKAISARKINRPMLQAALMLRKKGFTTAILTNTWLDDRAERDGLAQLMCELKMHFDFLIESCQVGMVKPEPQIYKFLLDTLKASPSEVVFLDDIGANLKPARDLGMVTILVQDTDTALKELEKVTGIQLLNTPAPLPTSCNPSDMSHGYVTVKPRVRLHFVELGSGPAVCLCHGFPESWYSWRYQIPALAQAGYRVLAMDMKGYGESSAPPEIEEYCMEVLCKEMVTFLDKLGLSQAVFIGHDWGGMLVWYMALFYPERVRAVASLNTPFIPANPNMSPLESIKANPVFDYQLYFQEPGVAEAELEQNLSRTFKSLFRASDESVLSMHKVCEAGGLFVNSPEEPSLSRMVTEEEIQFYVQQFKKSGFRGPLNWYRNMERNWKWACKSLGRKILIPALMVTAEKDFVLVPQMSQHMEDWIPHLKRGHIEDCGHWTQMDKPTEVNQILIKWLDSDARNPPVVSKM
Mac1 fbg inh – CD11b/CD18-fibrinogen binding inhibition. P05107+P11215. K562 CD11b/CD18 adhesion to fibrinogen, ATPlite luminescence; Mn2+ added to activate the integrin. inhibition, % at 10 µM. hit rate 0.54% among 93,000;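 active = primary inhibition of 50% or more at 10 µM, then 40% or more on retest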; note: some results filed as inactive read as strong as hits
S1P2 ag – S1P2 (human) receptor agonism | O95136 | S1P2-expressing cell line, agonist reporter read-out | activation, % at 4.5 µM | hit rate 0.46% among 97,000 | AID 729; in the data active = activation above about 16%;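 note: 0% = vehicle low control and 100% = maximal reference agonist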
Target sequence (O95136 whole entry, looked up): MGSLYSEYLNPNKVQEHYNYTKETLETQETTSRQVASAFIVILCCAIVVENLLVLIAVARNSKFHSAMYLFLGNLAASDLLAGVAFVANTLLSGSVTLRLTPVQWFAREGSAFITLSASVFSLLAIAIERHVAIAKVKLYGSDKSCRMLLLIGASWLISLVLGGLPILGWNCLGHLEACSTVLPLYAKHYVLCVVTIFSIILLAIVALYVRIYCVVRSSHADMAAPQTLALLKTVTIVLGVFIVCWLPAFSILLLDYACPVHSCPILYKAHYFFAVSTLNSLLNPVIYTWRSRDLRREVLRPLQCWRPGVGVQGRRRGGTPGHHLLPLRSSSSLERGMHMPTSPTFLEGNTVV
PLAP act – activators of human placental alkaline phosphatase. activation fold at 20 µM. purified PLAP enzyme, luminescent substrate read-out; active compounds read high. P05187. hit rate 1.2% among 96,000. AID 696; in the data active = activation fold above about 2
Ecoli WT expand – blocks growth of wild type E. coli BW25113. hit rate 0.15% among 98,000. growth inhibition, % at 100 µM. OD600 absorbance;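 active = growth inhibition above about 50% at one test dose, limit read from the data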;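 note: growth measured after 20 h incubation at 37 °C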
sEH act – soluble epoxide hydrolase (human) activation | hit rate 0.04% among 91,000 | activation, % at 2 µM | P34913 | purified human sEH enzymatic activity, activator screen; in the data active = activation above about 37%; note: values of inactives mirror those of a sister screen read the other way
S1P2 blocker – antagonists of human S1P2 receptor. hit rate 0.21% among 97,000. O95136. cell-based S1P2 antagonist assay, inhibition at 5 uM. inhibition, % at 5 µM; in the data active = inhibition above about 45%;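 note: CRE beta-lactamase reporter cells expressing human S1P2 stimulated with S1P; 0% = agonist at EC80 alone and 100% = agonist plus reference antagonist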
* hit, by the source's call; x = not tested or not shown. Cut-off read from the data, not from the text of the source, unless noted: active = inhibition above about 30%; inactive = the rest.

Results follow in this order: PostGolgi yeast, PostGolgi ctrl, sEH inh, Mac1 fbg inh, S1P2 ag, PLAP act, Ecoli WT expand, sEH act, S1P2 blocker
> Cn1ncc([N+](=O)[O-])c1C(=O)N1CCOCC1
 : -2, -5, -1, x, -13, 0.9, -4, 1, 9
> COc1ccccc1NC(=O)CN1CCN(CC(=O)Nc2ccc(Cl)c(C(F)(F)F)c2)CC1
 : -2, 82*, 6, x, -3, 1.5, -2, -5, 16
> CCC(C)(C)NC(=O)CN(C(=O)CNS(=O)(=O)c1ccccc1)c1ccccc1
 : -5, 2, 0, -13, -3, 1, 3, 0, 2
> CC1(C)CC(=O)C2=C(C1)N(c1ccc(F)cc1)C(=O)CC2c1ccccc1 (stereo not drawn)
 : 4, -1, -20, -24, -3, 1.5, 2, 15, -16
> COc1ccccc1C1NC(=O)NC(C)=C1C(=O)Nc1cccc(C)c1C (stereo not drawn)
 : -4, 1, -15, -22, -6, 1, -5, 14, 29
> CCN1C(=O)CSc2ccc(C(=O)NCc3ccccc3OC)cc21
 : 0, 0, 56, x, -5, 0.9, 8, -56, 3
> CCOC(=O)N1CCC(NC(=O)c2cc(C(=O)NC3CCCC3)ccc2CO)CC1
 : -7, -1, 1, 4, -5, 1.1, 8, -2, 16
> Cc1nn(CC(=O)NCCN2CCOCC2)c(=O)c2ccccc12
 : 5, -1, -4, -27, -4, 1, -3, 7, 2
> CC(=O)Nc1c(NCC(C)C)c2ccccc2oc1=O
 : 4, 10, 6, x, -7, 0.8, 3, -4, 5
> COc1ccccc1NC(=O)C/C(N)=N/O
 : -6, 10, 3, 1, -3, 1, -1, 0, -7
> O=c1c2ccccc2nnn1CSc1nnc(C2COc3ccccc3O2)n1-c1ccccc1 (stereo not drawn)
 : 0, 20, x, 7, x, 1.4, -13, x, x
> COc1ccc(C(C)C)cc1S(=O)(=O)Nc1ccc(Cl)cn1
 : 11, 13, x, -6, -7, 1.1, 3, x, -15
> Cc1ccccc1OCCNc1ccc(C(F)(F)F)cc1[N+](=O)[O-]
 : 4, 8, 6, x, -4, 1, -8, -6, 6
> COCCn1c(SCC(=O)Nc2cccc(S(N)(=O)=O)c2)nc2ccccc21
 : 15, 4, -3, 3, -4, 1.2, 2, -3, -21
> c1ccc2nc3[nH]cnc3nc2c1
 : 3, 7, x, -5, x, 0.9, -1, x, x
> CCCCC(=O)Nc1nn(C)c2nc3c(C)cccc3cc12
 : -9, -3, 10, 5, -2, 1.1, -3, -13, 4
> COc1ccc(OCc2cccc(C(=O)Nn3cc([N+](=O)[O-])cn3)c2)cc1
 : x, x, 14, x, -2, x, x, -10, -8
> C(=N\c1nccs1)/c1c[nH]c2ccccc12
 : -2, 2, -7, 4, -7, 1, -6, 8, -28
> CC(C)(C)c1[nH]nc2c1C(c1cccnc1)C(C#N)=C(N)O2 (stereo not drawn)
 : 5, -6, x, 5, -6, 0.9, 12, x, 11
> CC(=O)Nc1cc(C(N)=O)c(Cl)cc1Cl
 : 3, 13, -13, 6, -2, 1, 0, 14, 19
> COC(=O)C1C(=O)c2c([nH]c(C(=O)OC3CCCC3C)c2C)CC1C (stereo not drawn)
 : -4, 27, x, 2, x, 0.9, -5, x, x
> C/C(=N\NC(=O)c1csc2ccccc12)c1ccc(O)cc1
 : -3, 13, 8, 2, -3, 1.2, 6, -6, -3
> Cc1cc(C(=O)N/N=C/c2cccc([N+](=O)[O-])c2)c(C)o1
 : -6, 11, -28, x, -6, 0.8, -9, 24, 15
> O=C(O)C1CCCCC1C(=O)Nc1cc(Cl)ccc1Cl (stereo not drawn)
 : 2, 3, 3, x, -1, 1.2, 1, -3, -3
> Cc1c(C2Nc3ccccc3C(=O)N2O)cnn1C (stereo not drawn)
 : x, x, -17, x, -1, x, x, 13, 9
> CC1CCN(C(=O)c2ccc(NC(=O)C3CCCO3)cc2)CC1 (stereo not drawn)
 : -1, 22, x, -62, x, 1.1, -4, x, x
> CCOC(=O)c1sc2nc(CC(=O)OC)nc(N3CCN(c4ccccn4)CC3)c2c1C
 : 2, 30*, -8, 2, 8, 1.3, -23, 5, -28
> CC(C)CCNC(=O)C1CCN(c2nc3ccccc3o2)CC1
 : 5, 6, 50, -3, -9, 1, -11, -50, 16
> CC(C)P(=O)(Cc1cccc(C#N)c1)C(C)C
 : 16, 6, -13, -12, -5, 1, 0, 13, 18
> C=CCNc1nc2c(c(=O)[nH]c(=O)n2C)n1CCCCC
 : -1, 9, -10, -7, 4, 0.9, 7, 11, -29
> CCC(Cc1ccccc1)NC(=O)CSc1ccsc1[N+](=O)[O-] (stereo not drawn)
 : 3, 7, 51, -4, -8, 0.9, -5, -52, 15
> CCc1nnc(NC(=O)CCC(=O)N2CCN(C3CCCCC3)CC2)s1
 : 0, 11, 15, -11, -9, 1.2, 1, -13, 0
> CCOC(=O)CSc1nc(C(C)C)nc2ccccc12
 : -6, 10, 0, 3, -6, 1, 8, 4, 13
> CCOC(=O)N1CCN(C(=O)Cn2ncc3c2-c2ccccc2OC3)CC1
 : 1, -3, 5, -1, -2, 1.1, 0, -3, -30
> COc1ccc(C(=O)OCC(=O)Nc2ccc(OC(F)F)cc2)c(OC)c1
 : -2, 7, -9, -4, 2, 0.8, -7, 12, -26
> O=C(Nc1nc(-c2ccccc2)cs1)C1c2ccccc2Oc2ccccc21
 : 12, -3, 6, -12, -9, 1, -18, -4, 38
> COc1ccccc1C/C(N)=N/OC(=O)c1cccc([N+](=O)[O-])c1
 : 0, 5, 0, -21, -7, 1, 2, 4, 5
> O=C(CSc1ccc(F)cc1)N1CCC(c2nc3ccccc3s2)CC1
 : 5, 20, -1, 31, -2, 1.3, -4, 2, 1
> CCC1(CC)C(=O)NN(c2ccccc2)C1=O
 : x, x, 7, x, 7, x, x, -6, 1
> COC(=O)c1sccc1NC(=O)c1cc(-c2ccc(C)cc2C)nc2ccccc12
 : 5, -8, -6, x, -3, 1.2, -23, 9, 19
> CCC(C)N(C(=O)Cn1nnc2ccccc21)C(C(=O)NCc1ccco1)c1cccc(OC)c1 (stereo not drawn)
 : -5, 9, x, -7, x, 1.4, 1, x, x
> CCOCCOC(=O)C1=C(C)N(C)C(=O)NC1c1ccccc1Cl (stereo not drawn)
 : 0, 4, x, -9, x, 1.2, 4, x, x
> CCC1CCCN1Cn1cnc2c([nH]c3ccc(OC)cc32)c1=O (stereo not drawn)
 : 2, -6, 11, -1, -3, 1.5, 5, -12, 16
> CCCn1nnc(NC(=O)c2cc3ccccc3o2)n1
 : -1, -5, 30, -4, -5, 0.7, 12, -30, -16
> Clc1ccc(-c2nnc3n2CCCS3)cc1
 : -3, 10, 8, -6, -8, 0.9, 7, -7, 14
> C=CCn1c(SCC#N)nc2c(c1=O)C(C)(C)Cc1ccccc1-2
 : 0, 25, x, x, x, 1, 2, x, x
> C=CCOc1c(Br)cc(CNc2ccc(NC(=O)CCC)cc2)cc1OCC
 : -10, -1, -9, x, -5, 1.4, -27, 8, 16
> CCCn1c(=O)[nH]c(=O)c2c1nc(-c1ccc(OC(F)F)c(OC)c1)n2CCOC
 : 1, 4, -6, -8, 4, 1.6, -12, 7, -9
> Cc1ccc(-c2nnc(N3CCOCC3)c3ccccc23)cc1S(=O)(=O)NCC1CCCO1 (stereo not drawn)
 : 3, 4, x, 6, x, 1.5, -2, x, x
> COC(=O)c1sc(NC(C)=O)c(C(=O)OC)c1C
 : 3, 15, x, -21, -2, 0.9, -5, x, -18

Going on with the list:
Results follow in this order: PostGolgi yeast, PostGolgi ctrl, sEH inh, Mac1 fbg inh, S1P2 ag, PLAP act, Ecoli WT expand, sEH act, S1P2 blocker
> CCOC(=O)Cc1nnc(Nc2cccc(C)c2)c2ccccc12
 : 0, 4, 0, -8, -4, 1, 0, -2, 0
> O=C(CN1C(=O)c2ccccc2C1=O)Nc1sc2c(c1C(=O)NCc1ccco1)CCCC2
 : 1, 14, -14, x, -8, 1.1, -13, 18, 13
> O=C(CCN1CCN(c2ccccc2F)CC1)c1ccc(Br)cc1
 : 6, 18, x, 11, 0, 1.1, 18, x, 16
> O=C(CSc1nnc(C2CCCCC2)n1Cc1ccccc1)NCc1ccco1
 : -3, 11, 8, 2, -8, 1.6, -7, -8, -7
> O=C(CC(C(=O)N1CCc2ccccc21)n1ccnc1)N1CCc2ccccc2C1 (stereo not drawn)
 : 1, -2, 3, 8, -7, 1.4, 3, -4, 18
> CN(c1ccccc1C(=O)N1CCOCC1)S(C)(=O)=O
 : -2, 7, 4, 1, -2, 0.9, 3, -6, 4
> COc1cccc(N2C(=O)Nc3ccccc3C2(O)C(=O)NCc2ccc3c(c2)OCO3)c1 (stereo not drawn)
 : -2, 6, x, -4, x, 1.5, 5, x, x
> CCOC(=O)c1ccc(NC(=O)C(C)NS(=O)(=O)c2ccc(OC)cc2)cc1 (stereo not drawn)
 : -5, 36*, 5, 7, -7, 0.9, 4, -1, -5
> CCC(C)(C)C(=O)Nc1ccc(OC)cc1[N+](=O)[O-]
 : 0, 1, 1, x, -3, 0.9, 4, 3, 10
> C=CCN1C(=O)C(Cc2ccc(C)cc2)S/C1=N/N=C/c1ccco1 (stereo not drawn)
 : -3, 13, -6, -46, -7, 1, -1, 6, -1
> C=C(Cl)COc1ccc2c(CC)cc(=O)oc2c1
 : -8, 7, 6, -9, -5, 0.9, 9, -7, 6
> CCOC(=O)C(C)Oc1cccc2c(=O)n(CC(=O)NCc3ccc4c(c3)OCO4)ccc12 (stereo not drawn)
 : 5, 1, 5, 22, -4, 1.1, -8, -6, 1
> CC(C)Nc1cc(N2CCCC2)ccc1[N+](=O)[O-]
 : -4, 9, 1, 6, -5, 0.9, -2, 1, -5
> CCc1nc(C)c(-c2ccccc2)c(=O)[nH]1
 : x, x, 4, x, -13, x, x, -3, -4
> O=C1CCC(=O)N1c1ccccc1-c1ccccc1
 : -1, 5, -2, -17, -6, 0.8, 2, 1, -3
> CN(C)/C=C1\N=C(c2ccc3c(c2)OCO3)OC1=O
 : x, x, 10, x, -3, x, x, -5, -39
> O=C(CCn1c(=O)sc2ccccc21)NCc1ccc2c(c1)OCO2
 : x, x, 17, x, -4, x, x, -17, -3
> COc1ccc(S(=O)(=O)N2CCC(C(=O)N3CCCC3)CC2)cc1Cl
 : -8, -8, 1, -19, -2, 1.7, 8, 2, -42
> O=c1[nH]c2cc3c(cc2cc1CN(Cc1ccccc1)Cc1nnnn1Cc1ccco1)OCCO3
 : -1, 2, 10, 4, -7, 1.2, -3, -12, 3
> CCCn1cc(SCC(=O)NCc2ccco2)c2ccccc21
 : 6, 4, -7, 0, -14, 1, 4, 10, 9
> CCOC(=O)C(NC(=O)CC)(Nc1nc2c(s1)CCCC2)C(F)(F)F (stereo not drawn)
 : x, x, 8, x, -3, x, x, -12, 12
> CCOC(=O)c1sc(=N)n(-c2ccc(OC)cc2)c1C
 : 10, 14, -2, -11, -3, 0.9, -3, 2, -8
> O=C(Nc1ccccc1C(=O)N1CCCC1)C1CCN(c2ncccn2)CC1
 : 3, 6, x, -10, x, 0.9, 2, x, x
> Cc1ccccc1N1CCN(Cc2cccc(C(=O)O)c2)CC1
 : 17, 11, -7, -1, -11, 1, -5, 8, 4
> O=C(Nc1c(Cl)cc(Cl)cc1C(=O)NCCN1CCOCC1)c1ccc(Cl)cc1Cl
 : x, x, 3, x, -7, x, x, 2, 7
> Cc1ccc(SCCNC(=S)Nc2cc(C)cc(C)c2)cc1
 : -1, 8, 15, 9, -4, 0.5, -23, -14, 4
> COc1ccccc1-c1noc(-c2ccccc2C(=O)Nc2cccnc2)n1
 : -3, 6, -4, -1, -10, 0.8, -5, 6, 17
> Cn1c(NC(=O)c2ccccc2)c(-c2ccccn2)c(=O)c2ccccc21
 : 8, -2, 2, 2, -2, 1.2, -7, -1, -8
> CC(=O)CC(=O)NC1C2CC3CC(C2)CC1C3 (stereo not drawn)
 : 3, 6, 0, -15, -7, 1.4, 1, 0, 13
> CCCn1c(SCC(=O)N2CCCCC2)nnc1-c1ccco1
 : 0, 8, 8, 1, -5, 1.1, 2, -9, 11
> COc1ccc(Cc2nnc(NC(=O)c3ccco3)s2)cc1
 : -6, 15, 4, 4, -7, 1, -21, -1, 5
> CCOc1ncccc1C(=O)OCc1nnc(-c2ccccc2)o1
 : 3, 6, x, -14, -2, 1.4, 1, x, -9
